Pin1 inh = blocks the human prolyl isomerase Pin1; Potency, µM (highest dose often 115 µM), for the others: top-dose activity, negative = inhibition, actives largely listed as inhibitors; Q13526; AID 504891; Pin1 FP peptide displacement, HiFluor488, 10 min; 390,000 compounds, 0.009% hits; active = well fitted inhibition curve with a large enough effect in the polarisation, with a control signal flat, not every such curve was filed as active; inconclusive = small, poorly fitted or top-dose-only effect, or effect the other way, or a change in a side signal; inactive = no such curve, though single readings can be large or run the other way; the % refers to the polarisation; also: potency is read from the fitted curve at half-maximal effect; % is scaled to controls: 0 for no effect and ±100 for the full control effect
Target sequence (Q13526 whole entry, looked up): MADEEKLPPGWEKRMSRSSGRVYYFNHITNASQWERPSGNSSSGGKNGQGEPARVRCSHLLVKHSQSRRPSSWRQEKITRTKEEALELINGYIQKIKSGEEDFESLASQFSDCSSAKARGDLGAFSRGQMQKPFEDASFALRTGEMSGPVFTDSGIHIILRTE
rTrxR1 inhibitor = blocks rat thioredoxin reductase 1; recombinant rTrxR1, NADPH fluorescence consumption, selenite substrate; Potency, µM (doses to about 114 µM), for inactives: at the highest dose activity change, negative = inhibition, usual class: inhibitors; 390,000 compounds, 1% hits; AID 588453; also: potency is read from the fitted curve at half-maximal effect; % is scaled to controls: 0 for no effect and ±100 for the full control effect; nearly all actives have a fitted effect of over 65% in size
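Rat TrxR1 (90 nM in the dispensed reagent) was pre-reduced with 400 uM NADPH for 5 min at room temperature, then incubated with compound for 15 min. After 400 uM selenite was added, NADPH fluorescence (Ex 340/Em 450 nm) was followed for 8 min.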
TrxR1 substrate = substrates of rat thioredoxin reductase 1. O89049. purified TrxR1 substrate turnover, NADPH consumption readout. Potency, µM (series often up to 114 µM), without a hit: top-dose activity change, negative = substrate turnover. 390,000 compounds, 0.01% hits; also: potency is read from the fitted curve at half-maximal effect; % is scaled to controls: 0 for no effect and ±100 for the full control effect; nearly all actives have a fitted effect of over 50% in size
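Rat TrxR1, dispensed at 90 nM, was prereduced with 400 uM NADPH (final) for 5 min at ~22 deg C, then incubated with compound 15 min before 400 uM selenite. A first-read NADPH fluorescence drop versus no-compound background flagged substrates.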
IDH1 R132H inh = human IDH1 R132H inhibition. Potency, µM (series often up to 76.6 µM), without a hit: at the top dose activity change, negative = inhibition, most hits filed as inhibitors. 390,000 compounds, 0.093% hits. AID 602179. IDH1-R132H enzyme, NADPH consumption, diaphorase/resazurin fluorescence; also: potency is read from the fitted curve at half-maximal effect; % is scaled to controls: 0 for no effect and ±100 for the full control effect; nearly all actives have a fitted effect of over 65% in size
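IDH1-R132H (0.5 ug/mL dispensed) in pH 7.5 Tris buffer was preincubated 30 min with compound, then given a substrate mix of 0.016 mM NADPH and 2 mM alpha-KG for 80 min at room temperature; remaining NADPH was read by diaphorase/resazurin fluorescence.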
HP1b binding inh = blocks HP1-beta chromodomain binding to methylated histone tails. P83916. AlphaScreen HP1-beta / biotin-H3K9me3 peptide binding. Potency, µM (series often up to 114 µM), inactives show top-dose activity change, negative = inhibition, hits mostly inhibitors. 390,000 compounds, 0.56% hits. AID 540317; also: potency is read from the fitted curve at half-maximal effect; nearly all actives have a fitted effect of over 70% in size; inactives centre near 23
Target sequence (P83916 whole entry, looked up): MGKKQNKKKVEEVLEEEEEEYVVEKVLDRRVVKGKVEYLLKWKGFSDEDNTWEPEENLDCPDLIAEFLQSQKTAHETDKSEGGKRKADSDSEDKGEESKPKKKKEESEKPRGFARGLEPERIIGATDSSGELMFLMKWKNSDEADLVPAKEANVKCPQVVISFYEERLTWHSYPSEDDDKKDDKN
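AlphaScreen: HP1-beta (50 nM) preformed 30 min with biotin-H3(1-18)K9me3 peptide (50 nM) in PBS pH 7.4, 0.01% Tween-20. Compound added for 30 min at RT, then streptavidin donor/nickel chelate acceptor beads (10 ug/mL) for 30 min.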
GLS inh = blocks human kidney-isoform glutaminase activity; O94925; GLS enzymatic activity, qHTS titration; Potency, µM (series often up to 45.5 µM), inactives show at the highest dose activity change, negative = inhibition, actives largely listed as inhibitors; 410,000 compounds, 0.21% hits; AID 624170; also: potency is read from the fitted curve at half-maximal effect; % is scaled to controls: 0 for no effect and ±100 for the full control effect
Target sequence (O94925 whole entry, looked up, canonical isoform): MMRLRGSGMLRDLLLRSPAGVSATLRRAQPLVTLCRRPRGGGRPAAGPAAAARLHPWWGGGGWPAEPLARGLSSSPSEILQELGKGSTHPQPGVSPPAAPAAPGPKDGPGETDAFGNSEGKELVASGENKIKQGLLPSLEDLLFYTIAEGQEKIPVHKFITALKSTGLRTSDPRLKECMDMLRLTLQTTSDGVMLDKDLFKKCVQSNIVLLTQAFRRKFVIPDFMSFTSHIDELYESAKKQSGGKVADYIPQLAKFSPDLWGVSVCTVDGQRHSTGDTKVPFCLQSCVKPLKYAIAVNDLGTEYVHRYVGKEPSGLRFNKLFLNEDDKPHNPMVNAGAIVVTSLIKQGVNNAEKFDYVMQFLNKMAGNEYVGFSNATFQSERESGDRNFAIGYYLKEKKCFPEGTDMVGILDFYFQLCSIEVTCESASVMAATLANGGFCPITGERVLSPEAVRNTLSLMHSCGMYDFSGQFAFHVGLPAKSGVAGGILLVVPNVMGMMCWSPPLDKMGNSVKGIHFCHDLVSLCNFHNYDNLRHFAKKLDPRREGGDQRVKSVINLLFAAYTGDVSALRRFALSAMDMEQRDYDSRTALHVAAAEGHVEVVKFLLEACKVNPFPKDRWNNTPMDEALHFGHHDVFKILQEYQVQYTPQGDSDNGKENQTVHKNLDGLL
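hKGA in 45 mM KH2PO4 pH 8.2, 0.02% Tween-20 with pin-transferred compounds; 1 mM L-glutamine (stock) plus glutamate oxidase/HRP/Amplex Red coupling added. Fluorescence read initially and after 30 min at RT.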
USP1 inh = USP1/UAF1 (human) deubiquitinase inhibition. recombinant USP1/UAF1, Ub-Rhodamine cleavage fluorescence. Potency, µM (titrated, usually from 57.1 µM), for inactives: at the highest dose activity change, negative = inhibition, usual class: inhibitors. 390,000 compounds, 0.23% hits; also: potency is read from the fitted curve at half-maximal effect; % is scaled to controls: 0 for no effect and ±100 for the full control effect; nearly all actives have a fitted effect of over 60% in size; inactives centre near -12
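1 nM enzyme complex + cpd, 15 min RT; start with Ub-Rho 150nM final; kinetic fluorescence ex 480/em 540, 6 reads q60 s. Buffer 50mM HEPES pH 7.8, 0.5mM EDTA, 0.1 mg/ml BSA, 1mM TCEP, 0.01% Tween-20.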
PI4K2A block = inhibitors of human PI4K2A | purified PI4K2A, ADP-Glo luminescence, 1 h; active compounds read low | activity change, negative = inhibition, % at 76.9 µM | 420,000 compounds, 0.13% hits | AID 1346378; in the data active = activity change below about -50%; inconclusive = mostly about -30% to -49%;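 also: -100% = wells without enzyme as full effect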
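PI4K2A activity was measured by ADP-Glo luminescence: enzyme (4 ug/mL stock) and phosphatidylinositol (1.2 mM stock) in Tris pH 7.5/MgCl2/EGTA/Triton X-100 buffer were reacted with ATP (300 microM stock) for one hour at ambient temperature.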
Tb PGK inh = inhibitors of T. brucei phosphoglycerate kinase; Potency, µM (highest dose often 57.5 µM), for the others: at the top dose activity change, negative = inhibition, usual class: inhibitors; PGK/GAPDH coupled, Kinase-Glo luminescence, 60 min; P07378; 380,000 compounds, 0.043% hits; also: potency is read from the fitted curve at half-maximal effect; % is scaled to controls: 0 for no effect and ±100 for the full control effect; nearly all actives have a fitted effect of over 60% in size
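Recombinant glycosomal PGK reaction used 1,3-bisphosphoglycerate generated in-well by GAPDH (100nM final) in 100mM TEA pH 7.6, 5mM MgCl2, 0.01% Tween-20. After 60 minutes at room temperature, ATP was read by Kinase-Glo Plus luminescence end-point.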
* marks the source's active call; other numbers are inactive results; [ ] = remark or other dose. Unless noted, calls follow the shape of the dose curve; as a rule, active = well fitted curve in the direction sought with a large enough effect; inconclusive = small, poorly fitted or top-dose-only effect, or another doubt; inactive = no such curve, though single readings can be large; an effect the other way counts as inactive or inconclusive. Only part of the results is shown; rates above refer to the full screens.

What do the screens show for `O=C(O)c1cc([N+](=O)[O-])ccc1NCCO`?
Pin1 inh: 1%; rTrxR1 inhibitor: -25%; TrxR1 substrate: -25%; IDH1 R132H inh: 7%; HP1b binding inh: 10%; GLS inh: 0%; USP1 inh: -10%; PI4K2A block: -1; Tb PGK inh: -1%

How did COC(=O)c1cc2c(C)c(C)c3ccccn3c-2c1C(=O)OC do in these assays?
Pin1 inh: inconclusive; rTrxR1 inhibitor: 3%; TrxR1 substrate: -1%; IDH1 R132H inh: 9%; HP1b binding inh: 13%; GLS inh: 5%; USP1 inh: inconclusive; PI4K2A block: -8; Tb PGK inh: inactive

Results for Cc1c(NC(=O)Cc2noc3ccccc23)cccc1[N+](=O)[O-] ?
Pin1 inh: 2%; rTrxR1 inhibitor: -26%; TrxR1 substrate: -13%; IDH1 R132H inh: 0%; HP1b binding inh: 30%; GLS inh: 5%; USP1 inh: -15%; PI4K2A block: 3; Tb PGK inh: 6%

What do the screens show for `N=C1S/C(=C\c2ccco2)C(=O)N1c1nccs1`?
Pin1 inh: inconclusive; rTrxR1 inhibitor: -27%; TrxR1 substrate: -10%; IDH1 R132H inh: 3%; HP1b binding inh: 13%; GLS inh: 4%; USP1 inh: -12%; PI4K2A block: -24; Tb PGK inh: -3%

What do the screens show for `COCCn1c(-c2ccc(OC)cc2)cnc1SCC(=O)Nc1cc(C)on1`?
Pin1 inh: 7%; rTrxR1 inhibitor: 6%; TrxR1 substrate: -2%; IDH1 R132H inh: 10%; HP1b binding inh: 24%; GLS inh: 1%; USP1 inh: -6%; PI4K2A block: -1; Tb PGK inh: inactive

What do the screens show for `COc1ccc(S(=O)(=O)N2CCCCC2)cc1NC(=O)c1cccs1`?
Pin1 inh: -2%; rTrxR1 inhibitor: -2%; TrxR1 substrate: 0%; IDH1 R132H inh: -9%; HP1b binding inh: 19%; GLS inh: 2%; USP1 inh: -20%; PI4K2A block: -4; Tb PGK inh: 5%

What do the screens show for `O=C(CN1CCCCC1)NC(=O)Nc1ccccc1F`?
Pin1 inh: -6%; rTrxR1 inhibitor: 6%[57.1 µM]; TrxR1 substrate: 3%[57.1 µM]; IDH1 R132H inh: -7%; HP1b binding inh: 47%[activator]; GLS inh: -17%; USP1 inh: -17%; PI4K2A block: 0; Tb PGK inh: -2%

How did Cc1ccc(-c2nc(S(=O)(=O)c3ccccc3)c(SCC(=O)NCC3CCCO3)o2)cc1 (configuration not stated) do in these assays?
Pin1 inh: -2%; rTrxR1 inhibitor: 14%; TrxR1 substrate: 3%; IDH1 R132H inh: 2%; HP1b binding inh: 7%; GLS inh: 4%; USP1 inh: -6%; PI4K2A block: -3; Tb PGK inh: -2%

Results for Cc1cc(C)cc(NC(=O)C2CCC(CNC(=O)[C@@H]3Cc4ccccc4CN3)CC2)c1 (some centres not stated) ?
Pin1 inh: 4%; rTrxR1 inhibitor: 26%; TrxR1 substrate: 2%; IDH1 R132H inh: -1%; HP1b binding inh: 19%[57 µM]; GLS inh: 1%; USP1 inh: 1%; PI4K2A block: -2; Tb PGK inh: -3%

What do the screens show for `C/C(=N\NC(=O)Cc1ccc(Br)cc1)c1cccnc1`?
Pin1 inh: -8%; rTrxR1 inhibitor: 12%; TrxR1 substrate: 1%; IDH1 R132H inh: -5%; HP1b binding inh: 38%; GLS inh: 8%; USP1 inh: -23%; PI4K2A block: 8; Tb PGK inh: -1%

Results for COc1cc2c(cc1OC)[C@H](C)N(C(=S)Nc1ccc(F)cc1)CC2 ?
Pin1 inh: -1%; rTrxR1 inhibitor: 5%[57.1 µM]; TrxR1 substrate: -2%[57.1 µM]; IDH1 R132H inh: -2%; HP1b binding inh: 4%; GLS inh: 0%; USP1 inh: -14%; PI4K2A block: -3; Tb PGK inh: -3%

What do the screens show for `Cc1ccc(NC(=O)N/C=C/c2ccccc2)cc1`?
Pin1 inh: -1%; rTrxR1 inhibitor: 20%[57.1 µM]; TrxR1 substrate: 9%[57.1 µM]; IDH1 R132H inh: 0%; HP1b binding inh: 27%; GLS inh: 0%; USP1 inh: -12%; PI4K2A block: 6; Tb PGK inh: inactive

What do the screens show for `O=C(COC(=O)c1ccc(O)cc1)NCC1COc2ccccc2O1` (configuration not stated)?
Pin1 inh: -5%; rTrxR1 inhibitor: 5%; TrxR1 substrate: -4%; IDH1 R132H inh: 4%; HP1b binding inh: 7%; GLS inh: -1%; USP1 inh: 2%; PI4K2A block: 3; Tb PGK inh: -8%

What do the screens show for `CCN(CC)S(=O)(=O)c1ccc(/C(O)=C(\C#N)c2nc3ccccc3n2C)cc1`?
Pin1 inh: 46%[activator]; rTrxR1 inhibitor: inconclusive; TrxR1 substrate: 7%; IDH1 R132H inh: 4%; HP1b binding inh: 19%; GLS inh: 31%[activator]; USP1 inh: inconclusive; PI4K2A block: -3; Tb PGK inh: -9%

What do the screens show for `O=C(O)C1C2C=CC(C3CC23)C1C(=O)O` (configuration not stated)?
Pin1 inh: -14%; rTrxR1 inhibitor: 16%; TrxR1 substrate: -3%; IDH1 R132H inh: 0%; HP1b binding inh: 4%; GLS inh: 1%; USP1 inh: -3%; PI4K2A block: 1

What do the screens show for `C=CCN1C(=O)c2ccc(C(=O)N3CCN(S(=O)(=O)c4cccc([N+](=O)[O-])c4)CC3)cc2C1=O`?
Pin1 inh: 9%; rTrxR1 inhibitor: 16%; TrxR1 substrate: 3%; IDH1 R132H inh: -1%; HP1b binding inh: 24%; GLS inh: 9%; USP1 inh: -18%; PI4K2A block: -3; Tb PGK inh: -2%

How did COc1cccc(C2/C(=C(/O)c3ccc(C)cc3)C(=O)C(=O)N2Cc2ccco2)c1 (configuration not stated) do in these assays?
Pin1 inh: -10%; rTrxR1 inhibitor: -10%[57.1 µM]; TrxR1 substrate: 5%[57.1 µM]; IDH1 R132H inh: -1%; HP1b binding inh: 27%; GLS inh: 6%; USP1 inh: -9%; PI4K2A block: 7; Tb PGK inh: 0%

What do the screens show for `NC(=O)C1CCN(CC(=O)Nc2cc(S(=O)(=O)N3CCOCC3)ccc2N2CCCC2)CC1`?
Pin1 inh: 3%; rTrxR1 inhibitor: 21%; TrxR1 substrate: -2%; IDH1 R132H inh: -18%; HP1b binding inh: 20%; GLS inh: 19%; USP1 inh: -7%; PI4K2A block: 3; Tb PGK inh: inactive

What do the screens show for `Cc1cc(C(=O)CCC(=O)N(C)CC(=O)Nc2ccccc2Br)c(C)s1`?
Pin1 inh: 1%; rTrxR1 inhibitor: -3%; TrxR1 substrate: -2%; IDH1 R132H inh: -1%; HP1b binding inh: 13%; GLS inh: 7%; USP1 inh: -1%; PI4K2A block: -2; Tb PGK inh: -2%

Results for CCCc1nc2c([nH]1)C(c1cccnc1)C(C#N)=C(N)O2 (configuration not stated) ?
Pin1 inh: -4%; rTrxR1 inhibitor: 0%; TrxR1 substrate: 0%; IDH1 R132H inh: 10%; HP1b binding inh: 22%; GLS inh: 20%; USP1 inh: -12%; PI4K2A block: 0; Tb PGK inh: -5%

What do the screens show for `COc1cc(/C=N/NC(=O)c2cnccn2)ccc1O`?
Pin1 inh: -1%; rTrxR1 inhibitor: -20%; TrxR1 substrate: -23%; IDH1 R132H inh: 3%; HP1b binding inh: 11%; GLS inh: 26%; USP1 inh: -9%; PI4K2A block: 3; Tb PGK inh: 13%

Results for CC(C)(C)c1nn(-c2ccccc2)c2nc(Cl)c(C=O)cc12 ?
Pin1 inh: 3%; rTrxR1 inhibitor: 38%[activator]; TrxR1 substrate: 8%; IDH1 R132H inh: 7%; HP1b binding inh: 111%[activator]; GLS inh: -1%; USP1 inh: -19%; PI4K2A block: -7; Tb PGK inh: inactive

How did Cc1ccc(C(=O)N2[C@@H]3CN(C)C(=O)[C@@]2(Cc2ccccc2)[C@H]2C(=O)N(C)C(=O)[C@@H]32)cc1 do in these assays?
Pin1 inh: 0%; rTrxR1 inhibitor: 8%[57.1 µM]; TrxR1 substrate: 9%[57.1 µM]; IDH1 R132H inh: 2%; HP1b binding inh: 45%[activator]; GLS inh: 4%; USP1 inh: -15%; PI4K2A block: -2; Tb PGK inh: 0%

Two entries picked at random from those above, as already listed:
What do the screens show for `O=C(O)C1C2C=CC(C3CC23)C1C(=O)O` (configuration not stated)?
Pin1 inh: -14%; rTrxR1 inhibitor: 16%; TrxR1 substrate: -3%; IDH1 R132H inh: 0%; HP1b binding inh: 4%; GLS inh: 1%; USP1 inh: -3%; PI4K2A block: 1

Results for CCCc1nc2c([nH]1)C(c1cccnc1)C(C#N)=C(N)O2 (configuration not stated) ?
Pin1 inh: -4%; rTrxR1 inhibitor: 0%; TrxR1 substrate: 0%; IDH1 R132H inh: 10%; HP1b binding inh: 22%; GLS inh: 20%; USP1 inh: -12%; PI4K2A block: 0; Tb PGK inh: -5%

Assay outcomes from PubChem.
